From PubChem BioAssay
SKKanGAS inh: inhibitors of SKKanGAS S. pyogenes growth in kanamycin (SK-promoter or general growth effect); BacTiter-Glo, 6 h; inhibition, % at 7.5 µM; 300,000 compounds, 1.3% hits; AID 1662;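 active = mean replicate score, as percent of positive control median, at least 50; inconclusive = mean below 50 but one replicate at or above 50; inactive = mean and every replicate below 50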;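 also: strain carries kanamycin resistance gene driven by streptokinase promoter and grows in 40 µg/ml kanamycin; loss of luminescence reflects streptokinase promoter inhibition or plain growth inhibition; 0% = median of DMSO wells and 100% = positive control at its reference dose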
TMEM16A inh: blocks the mouse calcium-activated chloride channel TMEM16A; AID 588511; HEK293 TMEM16A/YFP iodide influx fluorescence, ionomycin; 310,000 compounds, 1.2% hits; normalized B-score (activity score, 25-100; higher = stronger inhibition) at 10 µM;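 active = ratio plate-corrected score three or more library SD toward inhibition, starting fluorescence score within five deviations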;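 also: score derived from kinetic fluorescence span divided by baseline fluorescence per well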
Target sequence (Q8BHY3 whole entry, looked up): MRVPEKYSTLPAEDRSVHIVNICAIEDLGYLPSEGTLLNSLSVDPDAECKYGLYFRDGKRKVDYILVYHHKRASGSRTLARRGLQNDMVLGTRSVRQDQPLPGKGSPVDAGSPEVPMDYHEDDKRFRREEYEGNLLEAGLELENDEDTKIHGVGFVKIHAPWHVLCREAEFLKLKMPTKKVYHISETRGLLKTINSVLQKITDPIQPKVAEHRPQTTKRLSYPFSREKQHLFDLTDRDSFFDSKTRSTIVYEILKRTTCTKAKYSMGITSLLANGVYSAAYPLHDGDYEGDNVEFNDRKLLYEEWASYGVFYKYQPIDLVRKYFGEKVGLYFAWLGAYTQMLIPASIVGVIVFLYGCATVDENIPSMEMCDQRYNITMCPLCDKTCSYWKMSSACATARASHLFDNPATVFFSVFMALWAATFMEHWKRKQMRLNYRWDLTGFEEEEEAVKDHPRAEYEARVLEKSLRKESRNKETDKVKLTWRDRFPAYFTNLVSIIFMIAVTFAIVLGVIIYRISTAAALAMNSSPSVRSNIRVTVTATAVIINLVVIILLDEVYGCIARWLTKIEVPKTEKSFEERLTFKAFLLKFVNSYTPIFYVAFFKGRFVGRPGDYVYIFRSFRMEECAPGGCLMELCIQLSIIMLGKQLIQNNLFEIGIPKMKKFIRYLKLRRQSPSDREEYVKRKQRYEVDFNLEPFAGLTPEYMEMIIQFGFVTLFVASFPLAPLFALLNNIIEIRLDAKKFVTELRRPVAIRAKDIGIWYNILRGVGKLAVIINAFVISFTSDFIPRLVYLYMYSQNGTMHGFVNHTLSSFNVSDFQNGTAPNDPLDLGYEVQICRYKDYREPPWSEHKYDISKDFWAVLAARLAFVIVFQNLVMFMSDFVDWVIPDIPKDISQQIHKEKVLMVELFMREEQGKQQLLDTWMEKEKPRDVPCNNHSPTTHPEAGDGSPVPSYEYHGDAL
RGS4 act: potentiators or activators of RGS4; AID 463111; 310,000 compounds, 0.92% hits; B-score at 10 µM; HEK293 M3R/inducible RGS4, carbachol calcium flux Fluo4; hits give low values;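 active = B-score of the integrated calcium signal more than 4 SD below the library mean, with starting fluorescence not abnormally high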;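 also: negative B-score means reduced calcium response which marks RGS4 activation or potentiation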
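Test system: HEK293 cells with stable M3R and inducible RGS4; also added: carbachol at ECmax as muscarinic agonist stimulus; schedule: dye loading 30 min 37 °C, buffer rest 30 min RT; technique: kinetic calcium fluorescence imaging with Fluo4-AM dye, 2 µM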
MrgX1 agonist: activates human MrgX1 receptor signaling; MrgX1-HEK293 cells, Fluo-4 calcium fluorescence, agonist mode; hits give high values; B-score at 10 µM; 310,000 compounds, 0.44% hits; AID 588627;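 active = calcium response B-score plate-corrected fluorescence ratio at least 3 library SD, with starting fluorescence B-score inside 5 SD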
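Material – MrgX1-expressing HEK293 cells · Input – 15,000 cells seeded per well · Dosing – compound as first of three additions · Times – overnight seeding, then 1 h dark dye loading · Measured by – kinetic Fluo-4 NW fluorescence of intracellular calcium · Read-out – B-scored fluorescence response ratio · Benchmarks – positive and negative control wells on each plate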
TRPC6 activator: activates the mouse TRPC6 cation channel | Q61143 | HEK293-TRPC6 membrane potential dye fluorescence; hits give high values | B-score at 10 µM | 310,000 compounds, 0.13% hits;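 active = B-score of the integrated fluorescence ratio above library mean plus 3 SD, and starting fluorescence ratio within library mean plus 5 SD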;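 also: higher score means more depolarization so channel activation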
HDAC3 inh: inhibitors of human histone deacetylase 3 | O15379 | recombinant HDAC3, fluorogenic peptide/trypsin coupled, fluorescence | inhibition, % at 8.3 µM | 320,000 compounds, 0.15% hits | AID 2718; in the data active = inhibition above about 26%, passing the limit was not always enough; inconclusive = no clear call, values can overlap the other calls
RGS4 inh: inhibitors of human RGS4; P49798; HEK293 M3R/RGS4 inducible, Fluo-4 calcium flux; hits give high values; triggered by carbachol at its EC20; B-score at 10 µM; 310,000 compounds, 0.45% hits; AID 463165;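 active = B-score, a plate-corrected calcium signal, over three deviations above library mean, with baseline fluorescence within five deviations of library mean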;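 also: RGS4 expression induced by doxycycline in cells with stable M3 receptor; B-score is computed from the integrated fluorescence ratio over baseline after carbachol; higher B-score means a larger calcium signal and so more RGS4 inhibition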
MrgX1 PAM: allosterically activates human MrgX1 receptor signaling; Q96LB2; B-score at 10 µM; 310,000 compounds, 0.63% hits; AID 588675; MrgX1-HEK293, Fluo-4 calcium flux, FDSS; hits give high values;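 active = plate-corrected calcium response at least 3 library SD above typical, normal starting fluorescence, not activating the receptor alone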;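 also: compound read alongside a low EC10 to EC30 dose of BAM8-22 agonist; peak minus trough fluorescence over baseline measured at the second addition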
TMEM16A act: activators or potentiators of mouse TMEM16A chloride channel; 340,000 compounds, 0.3% hits; HEK293 TMEM16A/YFP-H148Q/I152L, iodide quench fluorescence; hits give low values; Q8BHY3; B-score at 10 µM; AID 623877;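 active = fluorescence-ratio B-score plate-corrected deviation score at least 3 library SD below zero, with starting fluorescence score within 5 deviations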;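 also: channel opened by trigger with iodide after compound preincubation; score built on the fluorescence ratio of max minus min over baseline; more negative score means more quench and so TMEM16A activation or potentiation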
TRPC6 inhibitor: inhibitors of mouse TRPC6 channel. B-score at 10 µM. AID 2553. 310,000 compounds, 1.1% hits. Q61143. HEK293-TRPC6, membrane potential dye, ACh-evoked depolarization; hits give low values;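 active = B-score under library mean minus 3 SD, initial fluorescence not abnormally high, positive integrated signal ratio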;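 also: B-score derived from integrated fluorescence ratio over the kinetic read; more negative B-score means stronger inhibition of depolarization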
MrgX1 antagonist: antagonists of human MrgX1 receptor; Q96LB2; 310,000 compounds, 1.3% hits; AID 588676; MRGX1-HEK293 calcium flux, Fluo-4, BAM8-22 antagonism; hits give low values; B-score at 10 µM;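 active = calcium-response B-score plate-corrected more than 3 library SD below zero, starting fluorescence within 5 deviations, no agonist response on first addition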;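 also: peak minus trough fluorescence over baseline after final BAM8-22 challenge near maximal dose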
* hit, by the source's call; i = inactive; ? = inconclusive; . = no result given.

SMILES	SKKanGAS inh	TMEM16A inh	RGS4 act	MrgX1 agonist	TRPC6 activator	HDAC3 inh	RGS4 inh	MrgX1 PAM	TMEM16A act	TRPC6 inhibitor	MrgX1 antagonist
O=C(CN1C(=O)c2ccccc2C1=O)Nc1cc(C(=O)O)cc(C(=O)O)c1	2.6	i	i	i	i	5.1	i	i	i	i	i
O=C(C1CC1)N1CCc2[nH]c3ccccc3c2C1	9.5	i	i	i	i	-20.3	i	i	i	i	i
O=S(=O)(c1ccccc1)C1(S(=O)(=O)c2ccccc2)CCCC1	5.5	i	i	i	i	0.1	i	i	i	i	i
COCCn1c(C)cc(C(=O)CSc2n[nH]c(N)n2)c1C	-0.3	i	i	i	i	7.7	i	i	i	i	-4.83*
Cc1ccc2cc(C(c3nnnn3Cc3ccccc3)N3CCN(c4ccccc4)CC3)c(=O)[nH]c2c1 (stereo not drawn)	23.4	i	i	i	i	3.1	i	i	i	i	i
Cc1ccc(NC(=O)N2CCCC2C(=O)NCc2ccccc2Cl)cc1 (stereo not drawn)	3.5	i	i	i	i	3.0	i	i	i	i	i
CCOC(=O)C1CCN(C(=O)c2ccc(C)c(S(=O)(=O)N3CCCC3)c2)CC1	-1.0	i	i	i	i	-3.7	i	i	i	i	i
COc1cc(/C=C/c2sc3ccccc3[n+]2CCCS(=O)(=O)[O-])ccc1O	20.4	i	i	i	i	9.8	i	i	i	i	i
CCN(CC)S(=O)(=O)c1cccc(NC(=O)c2cc(-c3cccs3)nn2-c2ccccc2)c1	7.9	i	i	i	i	12.5	i	i	i	i	i
CN(C)CC/C=C1\c2ccccc2Sc2cc(F)c(Cl)cc21	15.0	i	i	i	i	3.0	i	i	i	i	i
COc1ccc(NC(=O)CN2CCC(C(=O)c3ccc(C)cc3)CC2)c(OC)c1	-0.9	i	i	i	i	4.0	i	i	i	i	i
Cc1ccc(OCCn2c(=S)[nH]c3c(N)ncnc32)cc1	.	i	i	i	i	5.2	i	i	i	i	i
Cn1c(=O)[nH]c(=O)c2c1nc(N)n2Cc1ccccc1	10.9	i	i	i	i	.	i	i	.	i	i
COc1ccc(-c2cc(C(=O)Nc3cccnc3)no2)cc1OC	-4.1	i	i	i	i	-0.2	i	i	i	i	i
CC1CCCC(NC(=O)CN(C)S(=O)(=O)c2cccc3cccnc23)C1C (stereo not drawn)	-1.8	i	i	i	i	-4.1	i	i	i	i	i
O=C1c2ccccc2NC(c2ccc(-c3ccc(Br)cc3)o2)N1O (stereo not drawn)	9.7	i	i	i	i	1.2	i	i	i	i	i
Cc1cc2ccccc2c(=O)n1CC(=O)Nc1ccc2c(c1)OCCO2	4.3	i	i	i	i	-4.2	i	i	i	i	i
COCCNC(=S)NNC(=O)CSCc1ccc(Cl)cc1Cl	-0.2	i	i	i	i	-1.5	i	i	i	i	i
Cc1oc(-c2ccc(-c3ccccc3)cc2)nc1CN(CCO)C(C)C	3.6	i	i	i	i	-27.2	i	i	i	i	i
Cc1occc1C(=O)NCc1nc(-c2ccc(Cl)cc2)no1	-5.7	i	i	i	i	1.3	i	i	i	i	i
COc1ccc(N2CCN(CC(O)COc3c(OC)cccc3OC)CC2)cc1 (stereo not drawn)	-2.5	i	i	i	i	-5.3	i	i	i	i	i
CN1C(=O)C2C(c3ccc(N(C)C)cc3)NN(Cc3ccccc3)C2C1=O (stereo not drawn)	10.7	i	i	i	i	6.0	i	i	i	i	i
Cc1cccc(NS(=O)(=O)c2ccc(C(=O)NCC(c3ccccc3)N(C)C)cc2)c1C (stereo not drawn)	-0.1	i	i	i	i	2.3	i	i	i	i	-5.19*
Cc1cc(S(=O)(=O)NC(C)C)ccc1OCC(=O)Nc1ccc2c(c1)OCCO2	14.8	i	i	i	i	0.9	i	i	i	i	i
C/C(CC(=O)NC(C)C)=N\NC(=O)COc1cc(C)c(Br)cc1Br	7.9	i	i	i	i	3.0	i	i	i	i	i
The listing continues:
SMILES	SKKanGAS inh	TMEM16A inh	RGS4 act	MrgX1 agonist	TRPC6 activator	HDAC3 inh	RGS4 inh	MrgX1 PAM	TMEM16A act	TRPC6 inhibitor	MrgX1 antagonist
C/C(=N\NC(=S)NCCc1ccccc1)c1ccc(Cl)cc1	-14.7	i	i	i	i	10.8	i	i	i	i	i
O=C(c1ccc2nc3ccc(Cl)cc3c(=O)n2c1)N1CCOCC1	-1.4	i	i	i	i	-32.6	i	i	i	i	i
O=C(O)c1ccc(-n2c(-c3ccccc3)n[nH]c2=S)cc1	-1.5	i	i	i	i	-1.2	i	i	i	i	i
Cc1cc(C(=O)NCC(c2ccco2)N(C)C)no1 (stereo not drawn)	-9.5	i	i	i	i	-2.6	i	i	i	i	i
CSc1ncccc1C(=O)NC1CCCCCCC1	-3.7	i	i	i	i	0.5	i	i	i	i	i
Cc1ccccc1CNC(=O)c1ccc2ccccc2n1	15.3	i	i	i	i	3.3	i	i	i	i	i
Cc1ccc(C)c(NC(=O)CS(=O)(=O)c2c[nH]c3ccccc23)c1	2.0	i	i	i	i	5.3	i	i	i	i	i
Cc1ccc(NC2=C(N3CCOCC3)C(=O)c3ccccc3C2=O)cc1	4.8	i	i	i	i	3.5	i	i	i	-5.48*	i
C=CCNC(=O)c1ccccc1NC(=O)c1cccc2ccccc12	1.0	i	i	i	i	-0.1	i	i	i	i	i
COCCNC(=O)c1csc2c1CCCC2	0.2	i	i	i	i	4.7	i	i	i	i	i
C=CCN(CC=C)CCOc1ccc(C)cc1[N+](=O)[O-]	11.0	i	i	i	i	-1.2	i	i	i	i	i
NC(N)=N/N=C/c1ccccc1Cl	-5.6	i	i	i	i	.	i	i	i	i	i
COc1cccc(OC)c1C(=O)Nc1sc2c(c1C(N)=O)CCCC2	4.5	i	i	i	i	-4.2	i	i	i	i	i
C[C@H](NC(=O)c1ccccc1Cl)C(=O)OCC(=O)N1CC2(C)CC1CC(C)(C)C2 (stereo partly drawn)	5.8	i	i	i	i	4.7	i	i	i	i	i
Cc1ccc(C(=O)OCc2cn3ccccc3n2)cc1	-4.4	i	i	i	i	4.2	i	i	i	i	i
CNC(=S)NNC(=O)c1cc(C(C)(C)C)nn1Cc1ccc(F)cc1	2.2	i	i	i	i	2.2	i	i	i	i	i
COc1ccc(OC)c(-c2c3cc(O)c(=O)cc-3oc3cc(O)c(O)cc23)c1	.	i	.	i	.	0.8	.	i	i	.	i
Cc1cccc(-n2c(N)c(C(=O)N3CCN(C)CC3)sc2=S)c1	-5.0	i	i	i	i	11.3	i	i	i	i	i
CCN1CCN(C(CNS(=O)(=O)c2ccc(C)cc2)c2ccccc2)CC1 (stereo not drawn)	4.8	.	i	.	i	.	i	.	i	i	.
COc1cc(SC)ccc1C(=O)Nc1c(C)cccc1C	-1.2	i	i	i	i	0.9	i	i	i	i	i
O=C(c1c[nH]c2ccc(S(=O)(=O)N3CCOCC3)cc2c1=O)N1CCCC1	2.7	i	i	i	i	4.6	i	i	i	i	i
Cc1ccccc1NCC(=O)N/N=C/C(Br)=C/c1ccccc1	8.4	i	i	i	i	10.2	i	i	i	i	i
Cc1cccc(NC(=O)N2CCC(c3nc4ccccc4o3)CC2)c1	-10.6	i	i	i	i	2.1	i	i	i	i	i
COc1cccc(CN2CCN(C(=O)c3ccco3)CC2)c1	13.4	i	i	i	i	1.7	i	i	i	i	i
COc1ccccc1C(=O)NC(CCSC)C(=O)NCC(c1ccccc1OC)N1CCCC1 (stereo not drawn)	-6.4	i	i	i	i	.	i	i	i	i	i
Next part
SMILES	SKKanGAS inh	TMEM16A inh	RGS4 act	MrgX1 agonist	TRPC6 activator	HDAC3 inh	RGS4 inh	MrgX1 PAM	TMEM16A act	TRPC6 inhibitor	MrgX1 antagonist
O=C(NN1CCOCC1)c1cc(-c2cccc(Cl)c2)nc2ccccc12	-2.2	i	i	i	i	-0.6	i	i	i	i	i
CCOC(=O)N1CCN(c2nc3c(C)cccn3c(=O)c2C=O)CC1	-0.9	i	i	i	i	5.2	i	i	i	i	i
Cc1ccc(-n2c(-c3ccc(Cl)cc3)n[nH]c2=S)cc1	0.9	i	i	i	i	2.5	i	i	i	i	i
COC(=O)CSc1[nH]c2ccc(Br)cc2c1[N+](=O)[O-]	-7.0	i	i	i	i	-0.9	i	i	i	i	i
CCC(C)Sc1nc2ccccc2n1CC(=O)O (stereo not drawn)	3.5	i	i	i	i	4.4	i	i	i	i	i
Cc1c(Cl)cccc1N/C(SCC(=O)N1CCCCCC1)=C(/C#N)c1nc2ccccc2s1	11.3	i	i	i	i	-6.0	i	i	i	i	i
CCN(CC)CCCn1c2c(c(SCC(=O)Nc3cc(C)on3)nc1=O)CCC2	17.2	i	i	i	i	-1.5	i	i	i	i	i
CCOC(=O)CN1N=C(/C=C/c2ccc(C)cc2)CCC1=O	-16.7	i	i	i	i	11.0	i	i	i	i	i
COc1ccccc1CCNC(=O)C(=O)NCC1OCCN1S(=O)(=O)c1ccc(Cl)cc1 (stereo not drawn)	-4.1	i	i	i	i	0.1	i	i	i	i	i
COC(=O)c1ccc(C(=O)OC)c(=O)[nH]1	-2.2	i	i	i	i	-20.4	i	i	i	i	i
Clc1ccc(N2CCOCC2)nn1	-3.8	i	i	i	i	-1.6	i	i	i	i	i
Cc1ccccc1-c1nnn(CC(=O)Nc2ccc3c(c2)OCO3)n1	11.6	i	i	i	i	-0.2	i	i	i	i	i
COc1cccc(CN2CCN(S(=O)(=O)c3ccc(NC(C)=O)cc3)CC2)c1OC	-1.5	i	i	i	i	-0.5	i	i	i	i	i
Cn1c(CO)cnc1SCC(=O)c1ccc(Br)cc1	-3.3	i	i	i	i	?	i	i	i	i	i
CN(C)S(=O)(=O)c1ccc(NC(=O)COC(=O)c2n[nH]c3ccccc23)cc1	7.7	i	i	i	i	-4.1	i	i	i	i	i
CC(=O)Nc1ccc(S(=O)(=O)N(Cc2ccccc2)c2ccccc2F)cc1	4.7	i	i	i	i	5.7	i	i	i	i	i
CCn1cc(C(=O)NCCc2ccc(Cl)cc2)c(=O)c2ccc(C)nc21	-5.6	.	i	.	i	.	i	.	i	i	.
Cc1cc(=O)oc2cc(NC(=O)c3cccc(S(C)(=O)=O)c3)ccc12	-0.8	i	i	i	i	-16.9	i	i	i	i	i
